Assay outcomes from PubChem.
VP16 counter: VP16 counterscreen qHTS for inhibitors of ROR gamma transcriptional activity. Potency, µM (highest dose often 53.6 µM), inactives show at the top dose activity, negative = inhibition, hits mostly inhibitors. AID 2546, 2010. actives 3.5% (n = 310,000). Drosophila S2 Gal4-VP16 UAS-luciferase, luminescence, 20 h;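 further: Gal4-VP16 expression switched on by copper sulfate through the metallothionein promoter; potency means the concentration at half of the fitted maximal effect; on the % scale 0 is the no-effect control and ±100 the full control effect; nearly all actives have a fitted effect of over 50% in size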
KCNH2 3.1 inh: qHTS for Inhibitors of KCHN2 3.1: Mutant qHTS; U2OS KCNH2 3.1, thallium flux FluxOr; active compounds read low; activity change, % (tested at about 1.8 µM); actives 0.95% (n = 340,000); AID 720553, 2013;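 active means maximum activity change below -70%; inconclusive means maximum activity change from -70% to -50%; inactive means maximum activity change above -50%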;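 further: thallium influx rate constant from kinetic fluorescence after stimulation buffer; on the % scale 0 is the no-effect control and ±100 the full control effect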
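Thallium flux via FluxOr fluorescence (Red40 quencher, 45 min loading) in U2OS cells virally expressing the KCNH2 3.1 isoform (1.77 x 10^8 /mL virus, overnight at 37 C). Rate constants from 2-min kinetic reads post-stimulation, normalised to positive and negative controls.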
ELG1 genotoxic: qHTS screen for small molecules that induce genotoxicity in human embryonic kidney (HEK293T) cells expressing luciferase-tagged ELG1. HEK293T ELG1-luciferase reporter, luminescence, 16 h. Potency, µM (series often up to 46 µM), for the others: top-dose activity change, positive = activation, usual class: activators. actives 1.3% (n = 330,000). AID 504466, 2011; further: potency means the concentration at half of the fitted maximal effect; % of control where 0% means no effect; nearly all actives have a fitted effect of over 60% in size
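Step 1: seed 2,000 HEK293T ELG1-luciferase cells per well. Step 2: add compound or DMSO, incubate 16 hr at 37 °C. Step 3: ONE-Glo, 30 min at room temperature, read luminescence.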
Giardia killer: Small Molecules that selectively kill Giardia lamblia: qHTS. actives 0.15% (n = 340,000). Giardia lamblia trophozoite viability. activity change, % at 7.66 µM, hits read low; in the data active means activity change below about -80%; inconclusive means between about -30% and that limit;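 further: parasites exposed to compound for two days anaerobically before the ATP read; on the % scale 0 is the no-effect control and ±100 the full control effect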
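Anaerobic 48 hrs incubation at 37 deg C of 100 trophozoites/well with test compounds; ATPLite 1-Step luminescence, 15-30 min RT, reports cellular ATP as viability.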
NPC1 prom act: qHTS Assay for NPC1 Promoter Activators. Huh7 NPC1 promoter luciferase reporter, 24 h. Potency, µM (highest dose often 9.22 µM), for the others: top-dose activation, hits mostly activators. actives 2.4% (n = 320,000);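 further: potency means the concentration at half of the fitted maximal effect; % of control where 0% means no effect; nearly all actives have a fitted effect of over 60% in size; reporter is driven by a mutant NPC1 promoter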
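Stable NPC1-promoter luciferase Huh7 line; cpd (DMSO) 24 h, 37 °C, 5% CO2; Amplite luciferase reagent 10 min RT; luminescence readout. qHTS format.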
uPA generation: qHTS for Inhibitors of Cell Surface uPA Generation. actives 0.31% (n = 330,000). AID 540303, 2011. cell surface uPA generation assay, qHTS. Potency, µM (series often up to 38.3 µM), for the others: at the highest dose activity change, negative = inhibition, actives largely listed as inhibitors; active means well fitted inhibition curve with a large enough effect; inconclusive means small, poorly fitted or top-dose-only effect; inactive means no such curve, though single readings can be large or run the other way; tested in mouse RAW 264.7 cells; further: potency means the concentration at half of the fitted maximal effect; on the % scale 0 is the no-effect control and ±100 the full control effect; nearly all actives have a fitted effect of over 55% in size
RORgamma inh: qHTS for inhibitors of ROR gamma transcriptional activity; Potency, µM (doses to about 53.6 µM), without a hit: top-dose activity change, negative = inhibition, usual class: inhibitors; Nuclear receptor ROR-gamma (Mus musculus), P51450; actives 5.4% (n = 310,000); Drosophila S2 Gal4-RORgamma UAS-luciferase reporter, 20 h; AID 2551, 2010; further: potency means the concentration at half of the fitted maximal effect; on the % scale 0 is the no-effect control and ±100 the full control effect; nearly all actives have a fitted effect of over 60% in size
Target sequence (P51450 whole entry, looked up, the tested form may be a part): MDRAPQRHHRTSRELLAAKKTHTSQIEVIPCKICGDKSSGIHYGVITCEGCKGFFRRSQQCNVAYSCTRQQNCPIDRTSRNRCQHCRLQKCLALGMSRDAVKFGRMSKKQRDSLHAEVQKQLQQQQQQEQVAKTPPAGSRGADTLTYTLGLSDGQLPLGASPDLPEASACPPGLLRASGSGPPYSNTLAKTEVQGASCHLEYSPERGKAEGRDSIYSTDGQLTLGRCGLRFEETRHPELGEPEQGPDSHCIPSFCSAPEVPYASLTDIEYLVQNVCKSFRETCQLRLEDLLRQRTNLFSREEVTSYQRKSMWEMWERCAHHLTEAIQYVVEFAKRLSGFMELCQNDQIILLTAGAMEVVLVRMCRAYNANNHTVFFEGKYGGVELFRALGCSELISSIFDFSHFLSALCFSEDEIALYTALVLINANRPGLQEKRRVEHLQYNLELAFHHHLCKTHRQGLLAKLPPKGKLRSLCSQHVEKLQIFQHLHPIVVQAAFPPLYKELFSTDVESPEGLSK
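Schneider cells (Drosophila), stable Gal4 DBD–ROR gamma + UAS-luc; 1 hr cmpd preincubation; Cu2+ induction 700 uM final; 20 hr ambient; luminescence.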
FBPA coupling cs: qHTS Assay for Inhibitors of Fructose-1,6-bisphosphate Aldolase from Giardia Lamblia: Coupling assay counterscreen. actives 0.67% (n = 290,000). activity change, negative = inhibition, % at 58.2 µM, hits read low. coupling enzyme system counterscreen, AmpLite Red fluorescence. AID 2472, 2010; in the data active means activity change below about -30%; further: on the % scale 0 is the no-effect control and ±100 the full control effect
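Activity here indicates interference with the coupling reaction, not aldolase inhibition. Compounds at 57.5 uM final met coupling enzymes for 10 min at RT; substrate and AmpLite Red detection followed, with a 525/598 nm fluorescence read after 20 min.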
Rab9 promoter act: qHTS Assay for Rab9 Promoter Activators. Huh7 Rab9 promoter-luciferase reporter, luminescence, 24 h. Potency, µM (series often up to 9.22 µM), inactives show top-dose activation, negative = inhibition, actives largely listed as activators. actives 2.8% (n = 320,000); further: potency means the concentration at half of the fitted maximal effect; % of control where 0% means no effect; nearly all actives have a fitted effect of over 60% in size
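Luminescence from Amplite-detected luciferase (10 minutes, ambient) reports Rab9 promoter activation. Before that, stable Rab9-luciferase Huh7 cells (1500/well, reduced-serum OP-MEM I plus 10% FBS) were exposed to compound for 24 hours at 37C.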
FLuc counter: qHTS profiling assay for firefly luciferase inhibitor/activator using purifed enzyme and Km concentrations of substrates (counterscreen for miR-21 project) | Luciferin 4-monooxygenase (Photinus pyralis), P08659 | purified FLuc, Km substrates, luminescence inhibition | Potency, µM (series often up to 57.5 µM), inactives show at the highest dose activity change, negative = inhibition, usual class: inhibitors | actives 6.9% (n = 360,000) | AID 588342, 2011;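 further: potency means the concentration at half of the fitted maximal effect; plate controls were vehicle for no effect and reference inhibitor for full effect; nearly all actives have a fitted effect of over 55% in size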
Target sequence (P08659 whole entry, looked up): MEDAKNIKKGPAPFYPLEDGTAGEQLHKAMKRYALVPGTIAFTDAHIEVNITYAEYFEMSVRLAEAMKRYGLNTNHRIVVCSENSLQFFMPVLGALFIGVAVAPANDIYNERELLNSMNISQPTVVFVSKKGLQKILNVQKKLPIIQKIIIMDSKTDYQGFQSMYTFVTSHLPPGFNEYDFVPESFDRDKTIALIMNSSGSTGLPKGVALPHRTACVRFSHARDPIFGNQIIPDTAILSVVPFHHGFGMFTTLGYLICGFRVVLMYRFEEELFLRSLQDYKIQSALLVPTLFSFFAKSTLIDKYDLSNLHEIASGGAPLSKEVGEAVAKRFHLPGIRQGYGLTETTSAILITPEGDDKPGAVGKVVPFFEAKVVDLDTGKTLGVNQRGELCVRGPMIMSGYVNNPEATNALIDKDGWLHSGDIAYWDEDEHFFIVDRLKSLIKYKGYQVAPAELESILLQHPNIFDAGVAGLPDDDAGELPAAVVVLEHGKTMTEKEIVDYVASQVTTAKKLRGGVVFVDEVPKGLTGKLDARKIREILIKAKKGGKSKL
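Purified P. pyralis luciferase (10nM final) with 10uM D-luciferin and 10uM ATP (Km levels) in 50mM Tris acetate pH 7.5, 10mM Mg acetate, 0.01% Tween-20, 0.05% BSA; qHTS 6-point titration, ~60 µM downward; luminescence read.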
Tb PFK block: qHTS Assay to Find Inhibitors of T. brucei phosphofructokinase | T. brucei PFK, ADP-Glo luminescence | Potency, µM (series often up to 57.5 µM), without a hit: top-dose activity, negative = inhibition, most hits filed as inhibitors | actives 0.17% (n = 330,000);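 further: potency means the concentration at half of the fitted maximal effect; 0% = uninhibited 1x PFK enzyme wells and -100% = no-enzyme wells; nearly all actives have a fitted effect of over 60% in size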
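ADP-Glo luminescence quantified ADP after 45 min at room temperature, with 1.25 nM T. brucei PFK, 0.1 mM ATP and 0.5 mM fructose-6-phosphate in pH 8.0 TEA buffer. qHTS titrations up to 57 µM; curves classified by quality.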
* marks the source's active call; other numbers are inactive results; ? = inconclusive; · = no result given; [ ] = another dose, or the depositor's remark. Unless noted, the call rests on the fitted dose curve; in most records, active means well fitted curve in the direction sought with a large enough effect; inconclusive means small, poorly fitted or top-dose-only effect, or another doubt; inactive means no such curve, though single readings can be large; an effect the other way counts as inactive or inconclusive.

Compound	FLuc counter	VP16 counter	uPA generation	Tb PFK block	KCNH2 3.1 inh	RORgamma inh	FBPA coupling cs	NPC1 prom act	ELG1 genotoxic	Giardia killer	Rab9 promoter act
O=C(Cc1ccccc1)OCCN1CCCCC1	2%	-1%	-3%	2%	4	-4%	-1	13%	-2%	13	1%
CCCC(=O)Nc1cc(C(=O)N2CCC3(CC2)OCCO3)ccc1S(=O)(=O)c1ccc(C)cc1	1%	-3%	·	2%	5	-4%	2	-2%	2%	-6	0%
CCCCCn1c(=O)c(C(=O)Nc2ccccc2Cl)c(O)c2ccccc21	-12%	-5%	11%	2%	8	1%	2	?	?	-3	21%
CCCCNC(=O)NC(C(N)=O)P(=O)(OCC)OCC (configuration not stated)	2%	-7%	-1%	-8%	-16	-13%	0	-4%	1%	-10	-2%
Cc1cc(N2C(=O)CC(N3CCC(n4c(=O)[nH]c5ccccc54)CC3)C2=O)no1 (configuration not stated)	2%	-2%	3%	9%	10	3.2µM*	0	10%	0%	4	-2%
CN1CCN(/N=C/c2c(O)n(C)c(=O)n(C)c2=O)CC1	5%	-20%	7%	2%	23	16%	-3	0%	4%	9	-13%
C#CCOCCOCCOCCNc1nc(N2CCN(C(=O)CCCCCCCCCCNC(=O)[C@H]([C@@H](C)CC)n3cc(CCCCN=C(N)N)nn3)CC2)nc(N2CCN(C(=O)CCCCCCCCCCNC(=O)[C@H](CO)n3cc(CCCCCN)nn3)CC2)n1	-1%	·	?	-4%	-1	·	·	-8%	0%	-15	1%
CC1CN(c2ccc([N+](=O)[O-])c(N3CCCCC3)c2)CCN1 (configuration not stated)	-3%	-4%	-5%	0%	3	-3%	-1	-2%	-2%	?	-2%
CCN1C(=O)C(=C2C=C(C)OC(C)=C2)C(=O)N(CC)C1=S	-3%	6%	2%	1%	-6	18%	0	-4%	4%	-10	-1%
COC(=O)C1=C(c2cccc3c2S(=O)(=O)c2ccccc2-3)C[C@@H]2CC[C@H]1N2C(=O)N1CCOCC1	2%	·	9%	-1%	·	·	·	1%	-1%	11	-2%
CCN(CC)CCN=Cc1c(O)n(CCC2=CCCCC2)c(=O)[nH]c1=O	3%	3%	4%	-1%	-28	24%	-2	0%	4%	19	6%
Cc1cccc(NC(=O)OC2CN3CCC2CC3)c1 (configuration not stated)	-15%	-1%	-5%	0%	12	11%	1	-2%	4%	-4	14%
COc1cccc(CNCCc2c[nH]c3ccccc23)c1	0%	-1%	-1%	-1%	3	8%	4	-4%	-10%	28	-2%[1.84 µM]
CCn1nc(-c2cccs2)nc2c(=O)n(C)c(=O)nc1-2	-1%	1.3µM*	-19%	-3%	-8	0.79µM*	-69*	-51%[inhibitor]	-17%	4	-49%[inhibitor]
COC(=O)C1=C(c2ccc(-c3ccccc3)c(F)c2)C[C@@H]2CC[C@H]1N2C(=O)NCCOc1ccc(OC)cc1	1%	·	?	-2%	1	·	·	-1%	-6%	-5	-11%
COc1ccc2c(c1)c(C(=O)C(C)N1CCCCC1)c(C)n2C (configuration not stated)	-1%	-7%	-2%	-9%	2	29%	0	-2%	2%	-1	-3%
ClCCOCOCCCl	7%	-1%	9%	7%	2	-8%	·	-2%	-2%	-20	-5%
CC(=NCc1ccc2c(c1)OCO2)c1c(O)n(Cc2ccccc2)c(=O)[nH]c1=O	1%	1%	2%	-6%	-15	33%	2	-2%	-3%	6	-1%
CCC(=O)N1N=C2C3CCN(CC3)C2C1c1ccccc1 (configuration not stated)	2%	3%	13%	-3%	-6	-9%	1	0%	2%	-19	-7%
O=C(C1CCCN(S(=O)(=O)c2cccc3nsnc23)C1)N1CCC2(CC1)OCCO2 (configuration not stated)	-1%	-8%	3%	1%	-9	2%	-5	0%	-4%	7	3%
C=CCNC(=O)c1onc(CCl)c1C(=O)OC	2%	-13%	?	0%	·	-17%	2	-1%	4%	-11	10%
COC(=O)Cn1cc(/C=C2\C(=O)NC(=O)N(c3ccc(OC)cc3)C2=O)c2ccccc21	-5%	7%	-12%	-4%	-9	?	0	-4%	18%	-6	2%
Cn1cc(C(=O)N2CCOCC2)c2ccccc21	-1%	7%	7%	3%	-25	21%	3	-2%	5%	-7	2%
O=P(O)(Oc1ccccc1)OC(c1ccccc1)C(F)(F)C(F)(F)F (configuration not stated)	?	-15%	1%	-3%	-7	8%	7	-5%	0%	-17	1%
Cc1ccccc1NC(=O)Cc1nc(COC(=O)Cc2ccccc2)cs1	4%	·	12%	0%	1	·	·	0%	2%	4	-1%
CCn1c(O)c(C(c2ccccn2)c2c(O)n(CC)c(=S)[nH]c2=O)c(=O)[nH]c1=S	12%	1%	1%	-4%	-2	-2%	-3	-8%	-1%	-7	2%
CCN1CC2([N+](=O)[O-])CC=C(Cl)C([N+](=O)[O-])(C1)C2 (configuration not stated)	0%	-2%	1%	1%	22	7%	1	-3%	-1%	-21	2%
Fc1cccc(CNCCc2c[nH]c3ccccc23)c1	3%	2%	7%	-4%	-9	-10%	3	1%	-2%	9	-1%
O=C(CSc1nnnn1-c1ccccc1)Nc1ccc(N2CCOCC2)c(Cl)c1	2%	2%	-1%	·	17	?	-1	·	·	1	·
CCOP(=O)(OCC)C(NC(=O)C(Cl)Cl)C(Cl)(Cl)Cl (configuration not stated)	2%	1%	-8%	5%	-12	-25%	1	2%	1%	-3	4%
C=CCn1c(O)c(C(CC)=NCCN2CCN(C(=S)NC)CC2)c(=O)[nH]c1=O	-2%	-4%	-3%	-4%	2	8%	0	2%	3%	-11	2%
Cc1cccc(-n2c(-c3ccccc3)nc3ccccc3c2=O)n1	3%	-3%	-2%	4%	-4	32%	0	-4%	-2%	-1	2%
O=C(c1ccc(Cl)cc1)C1CCCN(Cc2cccc3ncccc23)C1 (configuration not stated)	-3%	-6%	-24%	-4%	-5	-8%	4	-4%	-6%	24	-8%
O=[N+]([O-])c1ccc(CSc2nnc(-c3cnccn3)o2)cc1	3%	0%	2%	24µM*	-16	8%	2	1%	9%	?	13%
Cc1ccc(NS(=O)(=O)c2ccc(OCC(=O)N3CCN(C)CC3)cc2)cc1	1%	-5%	-7%	-2%	5	1%	-1	-3%	-1%	3	0%
CCN1CCN(c2ccc(N)cc2C)CC1	0%	-14%	2%	-1%	23	8%	-7	2%	-1%	2	-2%
O=C(O)C1C2c3ccccc3C(c3ccccc32)C1C(=O)Nc1ccccc1 (configuration not stated)	-1%	-9%	5%	-7%	15	?	19	0%	5%	-10	-6%
CCOC(=O)C1=C(c2ccccc2)OC(N)=C(C#N)C1C(C)C (configuration not stated)	1%	7%	7%	3%	15	?	-2	-1%	5%	-19	0%
C[Se]C[C@@H](N)C(=O)O	8%	·	-18%	0%	16	·	·	2%	-11%	0	2%
CCc1ccccc1NC(=O)CN1CCN(C(=O)COc2ccccc2C#N)CC1	1%	·	14%	4%	-3	·	·	-9%	-2%	-9	4%
CC(=O)N1CCC2(CC1)CC(=O)c1cc(OCC(=O)N3CCC4(CC3)OCCO4)ccc1O2	-2%	-11%[10 µM]	4%	-5%	0	-1%	-1	-1%	3%	41[activator]	-6%
CCCCC/C(=N\O)c1c[nH]c2ccccc12	?	6%	4%	-1%	-2	23%	-1	0%	0%	10	-11%
Cc1ccc(N2C(=O)NC(=O)/C(=C\c3cc(C)n(-c4ccc(C(=O)O)cc4)c3C)C2=O)cc1	-4%	4%	-1%	4%	?	5%	9	3%	-1%	-1	-5%
O=C(COC(=O)Cc1ccccc1)Nc1ccc(F)cc1	-5%	-3%	-2%	-1%	-3	27%	0	-3%	2%	8	0%
CC(=NCCO)c1c(O)n(C2CCCCC2)c(=O)[nH]c1=O	-1%	-17%	4%	0%	14	18%	-4	19%	0%	2	-2%
CCC1CN(C)CCC1(OC(C)=O)c1ccccc1 (configuration not stated)	1%	2%	-1%	-1%	7	-2%	0	-5%	1%	-5	-8%
O=C(Nc1ccc(F)cc1)c1c(O)c2c(n(Cc3ccccc3)c1=O)CCCC2	-11%	-5%	16%	2%	10	-23%	-2	-5%	-2%	8	-5%
S=C(c1ccc(Cl)cc1)N1CCOCC1	-2%	-1%	·	-15%	15	8%	5	1%	1%	-5	-2%

Only part of the results is shown; count on the stated rates, not on these rows.
